# Screens: PubChem BioAssay, several laboratories
# HIF-2a inh: HIF-2a reporter inhibitors, primary screen, luminescence, 786-0 RCC cells. inhibition, % at 18.8 µM. AID 624352, 2012. 360,000 compounds, 0.72% hits. 786-0 RCC cells HIF-2a reporter, luciferase luminescence, overnight;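 active = inhibition of the luminescence signal of 40% or more relative to plate controls, in a single-dose primary screen at 18.75 µM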
# TWEAK-Fn14 inh: inhibitors of TWEAK-Fn14 signaling, primary screen, luciferase reporter cells, uHTS; 360,000 compounds, 2% hits; inhibition, % at 10 µM; AID 1159606, 2016; TWEAK-stimulated Fn14 reporter cells, luciferase luminescence, 8 h; in the data active = inhibition above about 50%
# NR2E3 ag-1: NR2E3 agonists in two-hybrid cells, primary screen, cell-based, luminescence, CHO-S, Gal4-NCOR/VP16-NR2E3; Photoreceptor-specific nuclear receptor (Homo sapiens), Q9Y5X4; luciferase; inhibition of corepressor binding, % at 3.98 µM; 360,000 compounds, 0.35% hits; AID 602229, 2012;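 active = inhibition above the mean of all tested compounds plus 3 SD, cut at about 70% in these data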;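 also: 0% = DMSO with NR2E3 transfected cells and 100% = cells lacking NR2E3 construct; higher means lower luciferase signal from less NR2E3 corepressor binding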
# Target sequence (Q9Y5X4 whole entry, looked up, the tested form may be a part): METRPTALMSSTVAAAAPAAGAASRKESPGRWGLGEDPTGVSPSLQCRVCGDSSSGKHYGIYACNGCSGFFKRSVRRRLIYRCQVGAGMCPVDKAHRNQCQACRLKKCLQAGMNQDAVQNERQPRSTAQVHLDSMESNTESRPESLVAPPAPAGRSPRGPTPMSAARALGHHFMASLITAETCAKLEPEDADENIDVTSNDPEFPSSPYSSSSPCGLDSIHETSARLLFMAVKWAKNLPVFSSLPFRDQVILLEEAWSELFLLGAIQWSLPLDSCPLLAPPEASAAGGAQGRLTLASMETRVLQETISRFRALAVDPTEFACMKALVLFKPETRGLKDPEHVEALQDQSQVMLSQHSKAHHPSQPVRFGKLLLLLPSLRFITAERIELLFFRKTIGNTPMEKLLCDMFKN
# Peg3 prom inh: Peg3 promoter-driven luciferase inhibitors, primary screen, cell-based, HeLa, luciferase luminescence. HeLa PEG-Prom luciferase reporter, overnight. inhibition, % at 20 µM. 360,000 compounds, 1.7% hits. AID 588405, 2011;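 active = inhibition of at least 50% at 20 µM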
# Shn3 3UTR inh: reduction of Shn3 3'UTR firefly luciferase signal, primary screen, Schnurri-3 inhibitor project, cell-based, Clone20 osteoblasts, set 2 | Clone20 osteoblast Shn3 3'UTR firefly luciferase, 24 h | inhibition, % at 12.5 µM | 360,000 compounds, 0.52% hits;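 active = mean inhibition of at least 75% with every replicate also reaching 75%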;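 also: 0% = median of neutral control wells and 100% = pilot-screen positive control compound; some compounds past the cut are filed as inactive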
# aDG glyco act: activators of alpha-DG glycosylation, primary screen, uHTS, Pro5-aDG cells, AlphaScreen; alpha-DG glycosylation AlphaScreen (IIH6); 0% Pro5, 100% B10-LARGE cell signal; 360,000 compounds, 0.22% hits; activation, % at 10 µM;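 active = activation of at least 8% versus controls, or a plate z-score of at least 8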;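 also: Pro5 are CHO cells carrying HIG-tagged alpha-DG that lacks glycosylation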
# KKLEB tox: cytotoxicity in KKLEB CF airway cells, primary screen, cytotoxicity control for CF NF-kB inhibitor project, cell-based, uHTS, fluorescence assay plates; KKLEB CF airway cells viability, ATPlite luminescence, overnight; hits give low values; cells stimulated with P. aeruginosa culture filtrate; activity change (cytotoxicity), % at 5 µM; 360,000 compounds, 0.36% hits; AID 602141, 2011;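 active = corrected activity change at or below -50% at 5 µM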
# CF NFkB inh: inhibitors of PAF-induced NF-kB signaling, primary screen, cell-based, GFP fluorescence, uHTS; inhibition, % at 5 µM; 360,000 compounds, 0.86% hits; KKLEB NF-kB-GFP reporter, GFP fluorescence overnight;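 active = at least 50% inhibition at 5 µM, scaled per plate between neutral and stimulator controls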;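 also: PAF is a Pseudomonas aeruginosa culture filtrate used as stimulus; plate controls were PAF-stimulated DMSO wells for no effect and unstimulated DMSO wells for full effect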
# NR2E3 ag-2: inhibitors of NR2E3-RetCOR corepressor binding, primary screen, NR2E3 agonist project, biochemical, TR-FRET, GST-NR2E3, biotin-RetCOR; inhibition of corepressor binding, % at 4.78 µM; 1536-well; 320,000 compounds, 0.12% hits; AID 2300, 2010;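 active = percent inhibition above the cutoff of mean plus 3 SD of all tested compounds, set per screening campaign, cut at about 20% in these data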;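 also: 0% = DMSO wells and 100% = biotin wells as full block of FRET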
#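 Test system – NR2E3–RetCOR corepressor complex · Quantity – NR2E3 fusion 1.35 nM · Buffer or medium – Tris pH 7.5 · Incubation – Compound–protein incubation for 5 h at 4 °C · Technique – TR-FRET, Eu(K)-anti-GST donor, streptavidin-D2 acceptor, ex 340, em 617/671 nm · Evaluation – percent inhibition of 671/617 nm emission ratio versus biotin and DMSO controls · Plate – 1536-well format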
# MITF TRPM1 inh: inhibitors of MITF-dependent TRPM1 promoter reporter, primary screen, cell-based, SK-MEL-5, single point, luciferase; SK-MEL-5 TRPM1 promoter luciferase, 24 h; inhibition, % at 12.5 µM; 330,000 compounds, 0.83% hits;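 active = mean inhibition across replicates of 60% or more, whatever share of single replicates reaches that level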; also: values of inactives mirror those of a sister screen read the other way
# iPSC survival up: enhancers of single-cell hiPSC survival, primary screen, ATPlite luminescence; 100% = ROCK inhibitor wells, 0% = DMSO; survival enhancement, % at 20 µM; 360,000 compounds, 0.044% hits; in the data active = survival enhancement above about 18%;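 also: cells exposed to compounds for 16 hours before the ATP read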
# Active calls of the source: *; nt = no result given; & = joins results of further samples.
[1] CC(C)N1C(=O)CCC1C(=O)NCc1cccs1 (centres undefined)
[2] COC(=O)c1ccc(C)c(NC(=O)CCc2cc(OC)c(OC)c(OC)c2)c1
[3] Cn1ncc(C#N)c1NC(=O)c1cc(-c2ccccc2Cl)on1
[4] O=C(O)c1cnn2c1NC(c1cccs1)CC2C(F)(F)F (centres undefined)
[5] CCc1ccc(C(=O)COC(=O)CNC(=O)COc2ccccc2)cc1
[6] O=c1[nH]cnc2sc(-c3ccccc3)cc12
[7] O=C(CN1C(=O)c2ccccc2S1(=O)=O)c1ccc2c(c1)OCCO2
[8] Cc1cc(C(=O)N2CCCC(C(=O)c3cccc4ccccc34)C2)nc(C)n1 (centres undefined)
screen / no.	1	2	3	4	5	6	7	8
HIF-2a inh	7	19	-67	-8	11	-282	90*	-20
TWEAK-Fn14 inh	3	9	-18	-21	2	25	104*	11
NR2E3 ag-1	-10	-12	-26	-27	-28	-73	69	-14
Peg3 prom inh	11	12	-31	2	10	-198	108*	-11
Shn3 3UTR inh	-4	12	-12	3	-3	8	nt	-17
aDG glyco act	0.0	-0.2	0.1	-0.1	-0.2	0.0	-0.1	0.4
KKLEB tox	-4	-18	0	2	0	-13	-4	5
CF NFkB inh	-1	5	-11	5	-2	8	6	9
NR2E3 ag-2	1	-2	0	0	-2	2	2	6
MITF TRPM1 inh	5	7	-3	7	-15	-50	88*	-3
iPSC survival up	0.2	2.1	6.4	-2.3	-0.8	-1.6	-0.8	1.2

# Rewritten with tabs: two of the compounds above
no.	smiles	HIF-2a inh	TWEAK-Fn14 inh	NR2E3 ag-1	Peg3 prom inh	Shn3 3UTR inh	aDG glyco act	KKLEB tox	CF NFkB inh	NR2E3 ag-2	MITF TRPM1 inh	iPSC survival up
8	Cc1cc(C(=O)N2CCCC(C(=O)c3cccc4ccccc34)C2)nc(C)n1 (centres undefined)	-20	11	-14	-11	-17	0.4	5	9	6	-3	1.2
2	COC(=O)c1ccc(C)c(NC(=O)CCc2cc(OC)c(OC)c(OC)c2)c1	19	9	-12	12	12	-0.2	-18	5	-2	7	2.1

# Further records follow:
[9] Cc1nnn(C23CC4CC(CC(C4)C2)C3)n1
[10] CCOc1ccccc1C(C(=O)NC1CCCC1)N(C(=O)c1csnn1)C1CC1 (centres undefined)
[11] COc1ccc(C(=Cc2cc(OC)c(OC)cc2[N+](=O)[O-])C(=O)O)cc1
[12] NNC(=O)Cn1c(COc2ccc(Cl)cc2)nc2ccccc21
[13] O=C(NC1CCCC1)c1ccc(Cn2c(=O)[nH]c3ccsc3c2=O)cc1
[14] Cc1oc2cc3oc(=O)c(CCC(=O)NCCCN4CCCC4=O)c(C)c3cc2c1C
[15] COc1ccc(CNc2nc(C)c([N+](=O)[O-])c(C)c2C#N)cc1
[16] CCc1nn2c(N)c(/C=C3\C=Nc4ccccc43)c(=O)nc2s1
screen / no.	9	10	11	12	13	14	15	16
HIF-2a inh	-1	8	13	2	9	-61	-2	-42&-47
TWEAK-Fn14 inh	8	-9	3	-12	-10	-42	-6	-29&-42
NR2E3 ag-1	-2	-24	-20	-5	-7	13	5	-30&-24
Peg3 prom inh	8	10	6	-5	5	-28	32	-10&-18
Shn3 3UTR inh	-10	7	28	-2	14	28	6	2&-6
aDG glyco act	-0.2	0.0	-0.2	-0.2	-0.2	0.4	-0.1	0.0&-0.3
KKLEB tox	-10	-6	27	-7	-2	-5	-6	4&6
CF NFkB inh	2	14	3	4	2	-4	4	-13&-16
NR2E3 ag-2	4	7	nt	-4	2	-2	5	-1&3
MITF TRPM1 inh	-2	-6	9	-14	-5	-10	2	-12
iPSC survival up	3.8	-0.3	1.5	-1.0	-0.6	-0.5	-2.4	0.5&6.3

# Numbers 9 through 14, reprinted for reference:
[9] Cc1nnn(C23CC4CC(CC(C4)C2)C3)n1
[10] CCOc1ccccc1C(C(=O)NC1CCCC1)N(C(=O)c1csnn1)C1CC1 (centres undefined)
[11] COc1ccc(C(=Cc2cc(OC)c(OC)cc2[N+](=O)[O-])C(=O)O)cc1
[12] NNC(=O)Cn1c(COc2ccc(Cl)cc2)nc2ccccc21
[13] O=C(NC1CCCC1)c1ccc(Cn2c(=O)[nH]c3ccsc3c2=O)cc1
[14] Cc1oc2cc3oc(=O)c(CCC(=O)NCCCN4CCCC4=O)c(C)c3cc2c1C
screen / no.	9	10	11	12	13	14
HIF-2a inh	-1	8	13	2	9	-61
TWEAK-Fn14 inh	8	-9	3	-12	-10	-42
NR2E3 ag-1	-2	-24	-20	-5	-7	13
Peg3 prom inh	8	10	6	-5	5	-28
Shn3 3UTR inh	-10	7	28	-2	14	28
aDG glyco act	-0.2	0.0	-0.2	-0.2	-0.2	0.4
KKLEB tox	-10	-6	27	-7	-2	-5
CF NFkB inh	2	14	3	4	2	-4
NR2E3 ag-2	4	7	nt	-4	2	-2
MITF TRPM1 inh	-2	-6	9	-14	-5	-10
iPSC survival up	3.8	-0.3	1.5	-1.0	-0.6	-0.5

# Remaining list, next part.
[17] CCN(CC)C(=O)[C@H]1C[C@H](CC(=O)NC(C)(C)C)C(=O)N2CCc3c([nH]c4cc(-c5ccco5)ccc34)[C@]12C
[18] O=C(O)c1ccc(Cl)c(NCc2cccnc2)c1
[19] COc1ccc(OC)c(C(=O)c2oc3ccccc3c2NC(C)=O)c1
[20] N#CCCN(Cc1ccccc1)C(C(=O)NC1CCCCC1)C1CC1 (centres undefined)
[21] Fc1ccc(CN2CCN(c3ncnc4scc(-c5ccccc5)c34)CC2)cc1
[22] CCCNC(=S)N(Cc1cc2cc(C)ccc2n2nnnc12)CC(C)(C)CN(C)C
[23] O=C(COC(=O)c1c(F)cccc1F)NCCNC(=O)COC(=O)c1c(F)cccc1F
[24] O=C(N/N=C/c1cc2c3c(c1O)CCCN3CCC2)c1ccccc1O
screen / no.	17	18	19	20	21	22	23	24
HIF-2a inh	1	18	21	-1	18	-2	13	-48
TWEAK-Fn14 inh	-9	1	24	0	-8	-19	1	-14
NR2E3 ag-1	0	-7	15	-11	22	-23	-3	-53
Peg3 prom inh	-5	0	31	-7	42	-15	-5	34
Shn3 3UTR inh	13	18	0	1	51	-16	-9	82
aDG glyco act	-0.2	-0.2	0.0	-0.1	0.2	-0.2	-0.1	1.1
KKLEB tox	4	11	3	-3	-6	-13	9	-9
CF NFkB inh	-4	-1	-14	-11	5	3	-9	9
NR2E3 ag-2	nt	2	1	nt	5	2	4	nt
MITF TRPM1 inh	7	-1	10	nt	15	-5	-6	49
iPSC survival up	-0.4	-0.3	0.6	1.1	0.3	-0.2	2.9	-2.3

[25] COc1ccc(/C(N)=N/OC(=O)c2ccc([N+](=O)[O-])c(C)c2)cc1OC
[26] O=C(O)c1cc(-c2ccco2)nc2ccc(Br)cc12
[27] c1ccc(Cc2noc(CN3CCN(CCOc4ccccc4)CC3)n2)cc1
[28] COc1cc2[nH]cc(C(=O)NCc3ccccc3)c(=O)c2cc1OC
[29] CCn1cc(CNC(=O)c2ccc3nc(Cc4ccccc4F)oc3c2)cn1
[30] CCC1(c2ccccc2)NC(=O)N(CC(=O)Nc2cc(S(=O)(=O)N3CCCCC3)ccc2OC(C)C)C1=O (centres undefined)
[31] CCN1CCN(c2ccc(S(=O)(=O)N3CCCCC3)cc2NC(=O)c2cccc(C(F)(F)F)c2)CC1
[32] CN(C)S(=O)(=O)N1CCN(C(=O)N2CCOCC2)CC1
screen / no.	25	26	27	28	29	30	31	32
HIF-2a inh	-15	10&11	4	-5	-83	15	4	4
TWEAK-Fn14 inh	-16	-6&19	-14	-18	5	3	4	22
NR2E3 ag-1	1	-22&29	-3	11	-4	-17	2	1
Peg3 prom inh	-3	9&-7	1	15	-82	20	-3	-13
Shn3 3UTR inh	-5	-23&4	10	15	41	10	-4	-3
aDG glyco act	-0.5	0.4&0.0	0.1	0.1	0.7	0.2	0.4	-0.2
KKLEB tox	10	7&-1	13	-4	8	17	-7	-1
CF NFkB inh	-20	-2&7	-20	-86	-12	-11	5	-6
NR2E3 ag-2	1	34*	4	3	-1	-1	-4	3
MITF TRPM1 inh	-42	12&1	2	7	-22	10	14	13
iPSC survival up	-0.1	-0.2&0.2	0.8	0.3	-0.2	-0.3	0.1	0.8

[33] C[C@H](CO)N1C[C@H](C)[C@@H](CN(C)Cc2ccc(C(=O)O)cc2)Oc2c(NS(=O)(=O)c3ccccc3)cccc2C1=O
[34] COc1cc(C2CC(c3cccs3)=NN2C(=O)CCl)ccc1OC(F)F (centres undefined)
[35] Cn1c(Nc2cccc(Cl)c2)nc2ccccc21
[36] NNC(=O)c1ccc(CSc2n[nH]c(=O)[nH]c2=O)cc1
[37] CN(C)c1ccc(/C=N/NC(=O)c2ccc3c(c2)OCO3)cc1
[38] Cn1cc(SCC(=O)NCC2CCCO2)c2ccccc21 (centres undefined)
[39] Clc1ccc(-n2nnnc2-c2ccccc2)cc1
[40] Nc1scc2c(C(=O)O)nn(-c3ccccc3)c(=O)c12
[41] COc1ccccc1/C=N/NC1=NCCCCC1
[42] O=C(N/N=C/c1ccc([N+](=O)[O-])o1)c1cn(-c2ccccc2)nc1-c1ccc(Cl)cc1
[43] COc1ccccc1NC(=S)NCCc1ccc(OC)c(OC)c1
screen / no.	33	34	35	36	37	38	39	40	41	42	43
HIF-2a inh	15	38	-226	12	-198	21	8	11	-69	5	4
TWEAK-Fn14 inh	-7	-7	-12	4	0	-2	-6	-1	-19	11	-10
NR2E3 ag-1	-28	-35	-54	-4	-44	2	-9	-20	-4	0	19
Peg3 prom inh	-2	109*	-146	-96	-104	6	19	-2	-33	14	5
Shn3 3UTR inh	1	57	-11	-30	-49	-4	-1	3	-4	4	20
aDG glyco act	0.0	-0.2	0.7	-0.1	0.1	-0.3	0.2	-0.2	0.1	-0.5	0.4
KKLEB tox	-10	-88*	-2	12	-1	0	2	-1	0	-6	5
CF NFkB inh	24	104*	-24	-16	7	-2	4	-7	4	10	-4
NR2E3 ag-2	nt	0	-1	-6	nt	3	6	1	2	3	0
MITF TRPM1 inh	-3	65*	-22	8	-49	3	-1	-3	-5	18	-1
iPSC survival up	3.7	-0.6	-0.8	-0.6	-0.5	1.0	1.9	1.1	-1.4	-1.0	-0.3
